Source: PubChem BioAssay (National Center for Advancing Translational Sciences (NCATS))
EPAC2 ag: qHTS for Agonist of cAMP-regulated guanine nucleotide exchange factor 4 (EPAC2): primary screen; Rap guanine nucleotide exchange factor 4 (Homo sapiens), Q8WZA2; EPAC2 activation, biochemical qHTS; response scale: 100% = 6.5 mM cAMP response; Potency, µM (titrated, usually from 154 µM), for the others: at the top dose activation, hits mostly activators; 360,000 tested, 0.079% active; further: potency means the concentration at half of the fitted maximal effect; nearly all actives have a fitted effect of over 50% in size
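In this primary screen, activation is scored as increased exchange of BODIPY-GDP from Rap1B by 100 nM EPAC2, with 50 uM GDP as competitor. Signal is normalized to the 6.5 mM cAMP agonist control.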
FUS suppressor: qHTS for Suppressors of FUS Proteinopathy: Primary screen using FUS-linked yeast assay. AID 1347120, 2019. 390,000 tested, 0.24% active. Potency, µM (titrated, usually from 76.6 µM), for the others: at the top dose growth rescue (activation), hits mostly activators. S. cerevisiae FUS-expressing, growth rescue, OD600, 24 h;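 further: potency means the concentration at half of the fitted maximal effect; plate controls were DMSO vehicle for no effect and reference control for full effect; nearly all actives have a fitted effect of over 55% in size; some results filed as inactive show a strong effect at the top dose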
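Yeast expressing FUS under galactose induction, OD 0.005 in 2% galactose medium; compounds in a dilution series, 24 h at 30C. Growth rescue by absorbance at 600 nm; CP55940 positive control, DMSO negative.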
TDP-43 yeast inh: qHTS of TDP-43 Inhibitors; TDP-43 expressing yeast growth rescue, BacTiter-Glo, 24 h; Potency, µM (top dose mostly 46.1 µM), inactives show top-dose growth rescue (activation), actives largely listed as activators; 410,000 tested, 1.8% active; AID 652104, 2013; further: potency means the concentration at half of the fitted maximal effect; % of control where 0% means no effect; nearly all actives have a fitted effect of over 50% in size
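In this qHTS, compounds that restore growth of yeast expressing TDP-43 appear as activators. Cells (OD600=0.02, galactose medium, raffinose-pregrown) are incubated with compound 24 hr at 30 deg C and growth is quantified by BacTiter-Glo.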
EPAC2 antagonist: qHTS for Antagonist of cAMP-regulated guanine nucleotide exchange factor 2 (EPAC2): primary screen. Rap guanine nucleotide exchange factor 4 (Homo sapiens), Q8WZA2. EPAC2 GEF exchange of Rap1B-BODIPY-GDP, fluorescence. Potency, µM (titrated, usually from 114 µM), for the others: at the highest dose activity, negative = inhibition, usual class: inhibitors. 360,000 tested, 0.18% active; further: potency means the concentration at half of the fitted maximal effect; on the % scale 0 is the no-effect control and ±100 the full control effect; nearly all actives have a fitted effect of over 45% in size; many of its hits are not listed in these tables
aSyn rescue: qHTS of alpha-syn Inhibitors. Yeast expressing alpha-synuclein, growth rescue, BacTiter-Glo, 24 h. 370,000 tested, 0.14% active. Potency, µM (top dose mostly 46.1 µM), for inactives: at the highest dose growth rescue (activation), usual class: activators. AID 652106, 2013; further: potency means the concentration at half of the fitted maximal effect; % of control where 0% means no effect; nearly all actives have a fitted effect of over 65% in size
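Rescue of yeast growth: cells expressing toxic alpha-synuclein, induced in galactose at OD600 0.02, incubated with compound 24 h at 30 C. ATP luminescence quantified growth; inhibitors of toxicity appear as activators.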
DRD3 antagonist: qHTS of D3 Dopamine Receptor Antagonist: qHTS; D(3) dopamine receptor (Homo sapiens), P35462; D3R cells, DiscoveRx beta-arrestin luminescence, antagonist mode; active compounds read low; max response, negative = inhibition, %; 360,000 tested, 2.5% active; AID 652054, 2013; in the data active means max response below about -50%; inconclusive means no clear call, values can overlap the other calls; further: on the % scale 0 is the no-effect control and ±100 the full control effect; mostly tested at two doses, the higher about 12 µM
Target sequence (P35462 whole entry, looked up): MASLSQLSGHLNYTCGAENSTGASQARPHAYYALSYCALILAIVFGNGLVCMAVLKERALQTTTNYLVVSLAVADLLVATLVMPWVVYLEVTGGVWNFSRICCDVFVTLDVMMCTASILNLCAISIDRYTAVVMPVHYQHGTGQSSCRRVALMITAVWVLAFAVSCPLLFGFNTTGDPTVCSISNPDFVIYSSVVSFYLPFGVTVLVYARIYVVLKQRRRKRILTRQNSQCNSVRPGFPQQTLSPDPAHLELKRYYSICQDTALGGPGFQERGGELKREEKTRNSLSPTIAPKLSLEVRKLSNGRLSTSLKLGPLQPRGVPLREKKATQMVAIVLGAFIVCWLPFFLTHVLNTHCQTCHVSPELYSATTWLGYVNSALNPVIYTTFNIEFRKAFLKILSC
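Cells plated overnight at 1500 cells/well, then exposed to library compounds with dopamine controls for 90 minutes at 37 degrees C. DiscoveRx reagent added for 30–60 minutes at room temperature; luminescence read, quantitative HTS format.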
Abeta yeast res: qHTS for compounds that reverse cellular toxicity of Amyloid beta (A-beta) peptide in yeast: Primary Screen; Potency, µM (doses to about 46.1 µM), without a hit: top-dose growth rescue, hits mostly activators; yeast expressing A-beta42, growth rescue, OD600, 48 h; response scale: 0% DMSO, 100% iron-clioquinol control; 410,000 tested, 0.063% active; further: potency means the concentration at half of the fitted maximal effect; nearly all actives have a fitted effect of over 55% in size
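Growth rescue measured by 600 nm absorbance after 48 h yeast culture at 30 C with compound. Values normalized between DMSO and an equimolar ferric chloride plus clioquinol control.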
D3 ag: qHTS of D3 Dopamine Receptor Agonist: qHTS; D3R DiscoveRx beta-arrestin cells, luminescence, 90 min; max activation, %; AID 652048, 2013; 410,000 tested, 0.58% active; in the data active means max activation above about 30%; further: 0% is about no effect; mostly tested at two doses, the higher about 12 µM
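Agonist-mode cell screen: cells plated at 1500/well and incubated overnight at 37 °C, then exposed to library compounds for 90 min at 37 °C. Detection reagent was added for 30–60 min at room temperature, and luminescence was read.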
The depositor's hits bear a star; ? = inconclusive; · = not tested or not shown; [ ] = another dose, or the depositor's remark. Unless noted, the call rests on the fitted dose curve; in most records, active means well fitted curve in the direction sought with a large enough effect; inconclusive means small, poorly fitted or top-dose-only effect, or another doubt; inactive means no such curve, though single readings can be large; an effect the other way counts as inactive or inconclusive.

SMILES	EPAC2 ag	FUS suppressor	TDP-43 yeast inh	EPAC2 antagonist	aSyn rescue	DRD3 antagonist	Abeta yeast res	D3 ag
CC1=[N+](C)c2ccc3ccccc3c2C1(C)C	8%	-3%	7%	3%	-7%	-2	-7%	-3
Cn1ccnc1SCC(=O)Nc1nc2ccccc2s1	5%	-25%	-5%	13%	-2%	-2	-8%	0
O=C(COc1ccc2ccccc2c1Br)Nn1cnnc1	9%	15%	-9%	-4%	-4%	-19	-30%[inhibitor]	-2
CCOc1ccc2nc(NC(=O)c3cccc(-c4cc5ccccc5oc4=O)c3)sc2c1	5%	7%	-10%	1%	1%	-10	4%	5
Cc1ccc(NC(=O)OCCN2CCN(Cc3ccccc3)CCC2=O)cc1	2%	-16%	4%	1%	5%	6	3%	0
Fc1ccc(CNc2ccc(CNc3ncn[nH]3)cc2)cc1	0%	·	?	9%	5%	15	0%	1
O=C(c1ccccc1)[C@@H]1[C@@H]2C(=O)N(c3ccc(F)cc3)C(=O)[C@@H]2C2CCCN21 (stereo partly specified)	13%	15%	-13%	11%	6%	?	13%	-8
COc1ccccc1OCc1cc(C(=O)N2CC3C[C@@H]4CC2C[C@H](C3)C4)no1	11%	24%	23%	-11%	1%	27	-8%	4
COc1ccc(CCNC(=O)COc2nsnc2N2CCOCC2)cc1OC	6%	5%	-4%	8%	-3%	9	13%	0
Cn1c(CNC(=O)CCNC(=O)c2ccc(F)c(F)c2)cc(=O)n(C)c1=O	8%	17%	-9%	2%	-5%	-8	-4%	5

Seven compounds already listed, arranged by formula weight, descending:
SMILES	EPAC2 ag	FUS suppressor	TDP-43 yeast inh	EPAC2 antagonist	aSyn rescue	DRD3 antagonist	Abeta yeast res	D3 ag
CCOc1ccc2nc(NC(=O)c3cccc(-c4cc5ccccc5oc4=O)c3)sc2c1	5%	7%	-10%	1%	1%	-10	4%	5
COc1ccc(CCNC(=O)COc2nsnc2N2CCOCC2)cc1OC	6%	5%	-4%	8%	-3%	9	13%	0
COc1ccccc1OCc1cc(C(=O)N2CC3C[C@@H]4CC2C[C@H](C3)C4)no1	11%	24%	23%	-11%	1%	27	-8%	4
Cc1ccc(NC(=O)OCCN2CCN(Cc3ccccc3)CCC2=O)cc1	2%	-16%	4%	1%	5%	6	3%	0
Cn1ccnc1SCC(=O)Nc1nc2ccccc2s1	5%	-25%	-5%	13%	-2%	-2	-8%	0
Fc1ccc(CNc2ccc(CNc3ncn[nH]3)cc2)cc1	0%	·	?	9%	5%	15	0%	1
CC1=[N+](C)c2ccc3ccccc3c2C1(C)C	8%	-3%	7%	3%	-7%	-2	-7%	-3

Further compounds
SMILES	EPAC2 ag	FUS suppressor	TDP-43 yeast inh	EPAC2 antagonist	aSyn rescue	DRD3 antagonist	Abeta yeast res	D3 ag
COc1cccc2sc(=NC(=O)CCS(=O)(=O)c3ccc(C)cc3)n(C)c12	1%	-20%	17%	-10%	1%	-5	20%	3
COc1ccc(Cn2c(CCC(=O)Nc3cc(C)cc(C)c3)nc3cccnc32)cc1	·	-6%	0%	·	·	·	-16%	7
C=CCOn1c(C)c(C(C)=O)c2c3no[n+]([O-])c3ccc21	-5%	-9%	7.1µM*	-1%	5%	17	10%	9
Nc1nc(NCCO)nc(NC2CCCCC2)c1[N+](=O)[O-]	4%	-11%	3%	3%	7%	5	1%	-4
Cc1ccc(CNC(=O)CN2C(=O)C3CCCCN3c3ccc(C(=O)N4CCCC4)cc32)cc1 (stereo unspecified)	·	10%	0%[9.22 µM]	·	·	·	8%	8
COCCNC(=O)C(c1cccs1)N(C(=O)Cn1nnc2ccccc21)c1ccc(OC)cc1 (stereo unspecified)	6%	7%	-6%	-1%	-4%	0	-4%	5
CC(C)N(C(=O)[C@H]1CC(CC(=O)NCCC2=CCCCC2)C(=O)N2CCc3c([nH]c4ccccc34)[C@]12C)C(C)C (stereo partly specified)	5%	?	35µM*	-22%	?	-5	4%	-9
Cc1nn(C)c(C)c1/C=C(\C#N)S(=O)(=O)c1ccc(F)cc1	0%	7%	-5%	2%	-3%	-28	-11%	-10
COc1ccc(CCNC(=O)C2(c3cccs3)CCOCC2)cc1OC	·	-1%	2%	·	·	·	-12%	-6
CN(C(=O)COc1cc(=O)n(C)c2ccccc12)c1ccc(Cl)cc1	16%	-21%	-2%	-6%	1%	-19	11%	-6
CN(C)CCCNCCCNC(=O)/C=N/O	3%	-21%	-3%	1%	-7%	19	20%	8
COc1ccc(NC(=S)N(CCO)Cc2cc3c(C)cc(C)cc3[nH]c2=O)cc1	6%	9%	-2%	-20%	-1%	-10	-8%	5
CCOc1ccc2nc(COC(=O)c3cccs3)c(C(=O)c3ccccc3)[n+]([O-])c2c1	15%	-18%	-2%	-28%	0%	16	1%	1
CC1CCCN(C(=O)Cn2nnc(-c3ccc(S(C)(=O)=O)cc3)n2)C1 (stereo unspecified)	13%	1%	9%	0%	-3%	8	-6%	9
O=C(NCc1ccncc1)C1CCN(S(=O)(=O)c2cc(Cl)ccc2Cl)CC1	13%	?	-8%	-10%	1%	3	9%	6
CCOC(=O)c1c(NC(=O)Cn2nnc(-c3ccc(Cl)cc3)n2)sc(CC)c1C	0%[15.6 µM]	-11%	-3%	-14%	12%	0	?	0
CCCCSCCCNC(=O)C1CCC(CNS(=O)(=O)c2c(C)cc(C)cc2C)CC1 (stereo unspecified)	·	?	3%	·	·	·	-30%	2
COCCn1c(NCc2ccc(C)cc2)nc2c1c(=O)[nH]c(=O)n2C	8%	-10%	9%	6%	3%	-8	1%	7
Nc1c(C(=O)Nc2ccccc2Cl)c2ccccn2c1C(=O)c1ccccc1	·	-5%	0%	·	·	·	-13%	-11
CCC(C)(C)NC(=O)CN(Cc1ccccc1Cl)C(=O)CCC(=O)Nc1cc(C)ccn1	-2%	16%	12%	-3%	5%	-3	-21%	8
COc1cccc(NC(=S)NCc2ccc(F)cc2)c1	2%	6%	?	0%	0%	20	?	2
Cc1[nH]n(-c2ccccc2)c(=O)c1C=NCc1ccncc1	2%	-4%	-23%	6%	-30%[inhibitor]	-8	10%	-8
CCCCn1c(-c2csc3c2CCCC3)n[nH]c1=S	8%	28%	0%	-4%	11%	-8	6%	10
COc1cccc(C(=O)Nc2ccc(C(=O)O)cc2)c1	-1%	15%	-13%	-5%	26%	-3	-10%	-2
COc1ccc(CCNC(=O)CN2C(=O)c3ccccc3S2(=O)=O)cc1	-1%	1%	0%	-4%	8%	17	17%	1
CC1CCC(NC(=O)CCCCn2c(=O)[nH]c3ccsc3c2=O)CC1 (stereo unspecified)	12%	16%	-2%	-7%	-5%	-10	0%	-9
Cc1cc(=O)oc2cc(OCC(=O)NCCc3nc4ccccc4[nH]3)ccc12	10%	?	0%	-4%	-1%	?	-7%	2
CCc1ccccc1NC(=O)CNC(=O)c1ccc(S(=O)(=O)NCc2ccco2)cc1	5%	-28%	-7%	10%	1%	-7	-1%	-4
CCOC(=O)C1(C)NC(c2ccco2)C2C(=O)N(c3ccc(C)cc3)C(=O)C21 (stereo unspecified)	4%	15%	18%	0%	6%	5	11%	1
Cc1cc(NC(=O)c2ccc(F)cc2)n(-c2ccccc2)n1	8%	-19%	13%	-10%	-2%	-27	1%	-1
Cc1coc2cc3oc(=O)c(CC(=O)NCc4ccccc4)c(C)c3cc12	·	-8%	9%	·	·	·	-16%	1
COc1cc(CNC2CCCCCCC2)cc(Cl)c1OC	7%	23%	-7%	21%	-4%	23	-2%	-6
COc1ccc(N(CC(=O)NCCSc2ccccn2)S(=O)(=O)c2ccc(C)cc2)cc1OC	5%	24%	-17%	-3%	-3%	-8	-7%	0
COc1ccc(Nc2nc(N)nc(CSc3n[nH]c(-c4ccccc4)n3)n2)cc1	14%	10%	-6%	-11%	-2%	9	?	-3
CC(C)(C)S(=O)(=O)c1cnc(-c2ccc(Cl)cc2)nc1N	5%	-1%	16%	2%	4%	11	7%	-5
COc1ccc(/C=N/Nc2cc(N(C)C)nc(N(C)C)n2)cc1	25%	16%	-7%	0%	-15%	6	-28%	1
Cc1c(Cl)cccc1NC(=S)NCCC(c1ccccc1)c1ccccc1	4%	10%	28%	-6%	-1%	4	14%	4
O=C(COC(=O)/C=C/c1cc(Br)ccc1F)Nc1ccc2[nH]c(=O)[nH]c2c1	-3%	16%	-15%	16%	-3%	-10	2%	88*
O=C(CC1S/C(=N/N=C/c2ccco2)NC1=O)Nc1ccccc1 (stereo unspecified)	1%	27%	24%	4%	2%	7	-2%	2

Not all compounds are listed; rates above refer to the full screens.
